LYPLA1 inh = LYPLA1 inhibitors, primary screen, counter-screen for PME1 inhibitor project, biochemical, fluorescence polarization, FP-Rh probe ABPP | Acyl-protein thioesterase 1 (Homo sapiens), O75608 | recombinant LYPLA1 | inhibition, % at 5.9 µM | hit rate 0.16% among 320,000;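 active = inhibition above the mean of all tested compounds plus 3 SD, set per campaign, cut at about 14% in these data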;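 also: inhibitors block serine hydrolase probe labeling of LYPLA1 so polarization falls; 0% = enzyme with DMSO and 100% = wells lacking LYPLA1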
Target sequence (O75608 whole entry, looked up): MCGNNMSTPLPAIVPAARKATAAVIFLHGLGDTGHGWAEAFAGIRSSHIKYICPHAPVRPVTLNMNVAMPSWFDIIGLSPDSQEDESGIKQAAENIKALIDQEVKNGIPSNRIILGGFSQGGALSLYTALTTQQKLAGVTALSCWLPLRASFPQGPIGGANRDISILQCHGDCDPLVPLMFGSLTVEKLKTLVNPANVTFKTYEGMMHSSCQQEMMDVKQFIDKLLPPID
GSTO1 inh = inhibitors of recombinant GSTO1, primary screen, counter-screen for RBBP9 inhibitor project, biochemical, fluorescence polarization | Glutathione S-transferase omega-1 (Homo sapiens), P78417 | activity-based probe fluorescence polarization | inhibition, % at 5.96 µM | hit rate 1.1% among 300,000 | AID 1974, 2009;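 active = inhibition above the campaign mean inhibition plus 3 SD, cut at about 35% in these data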;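 also: 0% = GSTO1-1 with DMSO and 100% = wells lacking GSTO1-1 enzyme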
Target sequence (P78417 whole entry, looked up): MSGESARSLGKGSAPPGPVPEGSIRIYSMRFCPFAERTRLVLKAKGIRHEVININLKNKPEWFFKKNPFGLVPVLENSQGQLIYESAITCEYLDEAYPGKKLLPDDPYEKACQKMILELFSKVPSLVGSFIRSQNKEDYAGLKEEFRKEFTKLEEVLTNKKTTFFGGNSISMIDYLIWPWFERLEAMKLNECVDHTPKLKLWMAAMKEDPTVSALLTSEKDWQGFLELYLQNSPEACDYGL
PME-1 inh = PME-1 inhibitors via competitive probe labeling, primary screen, biochemical, fluorescence polarization, FP-Rh probe, HTS; Protein phosphatase methylesterase 1 (Homo sapiens), Q9Y570; recombinant PME-1; inhibition, % at 5.9 µM; hit rate 0.53% among 320,000;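 active = inhibition above the campaign mean of all compounds plus 3 SD, cut at about 26% in these data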;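 also: competitive labeling of PME-1 active site by serine hydrolase directed probe; 0% = PME-1 with DMSO and 100% = wells lacking PME-1 enzyme; inhibitors block probe labeling so polarization falls and inhibition rises; many of its hits are not listed in these tables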
PAD4 inh = human PAD4 inhibitors, primary screen, biochemical, fluorescence polarization, 1536-well format; inhibition, % at 6.36 µM; hit rate 0.41% among 330,000; Protein-arginine deiminase type-4 (Homo sapiens), Q9UM07; recombinant PAD4, RCA probe fluorescence polarization;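 active = percent inhibition above a cutoff equal to the mean of all tested compounds plus 3 SD, cut at about 15% in these data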;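 also: 0% = PAD4 with RCA probe and DMSO and 100% = probe without PAD4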
PREPL inh = PREPL enzyme inhibitors, primary screen, biochemical, fluorescence polarization | hit rate 0.68% among 320,000 | recombinant PREPL, fluorescence polarization activity-based probe | inhibition, % at 5.96 µM | Prolyl endopeptidase-like (Homo sapiens), Q4J6C6; in the data active = inhibition above about 43%;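 also: 0% = enzyme with DMSO and 100% = wells lacking enzyme; many of its hits are not listed in these tables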
PAFAH1B2 FP inh = PAFAH1B2 enzyme inhibitors, primary screen, biochemical, fluorescence polarization, human; hit rate 1.2% among 340,000; inhibition, % at 3.39 µM; AID 492953, 2010; Platelet-activating factor acetylhydrolase IB subunit alpha2 (Homo sapiens), P68402; recombinant PAFAH1B2, FP-rhodamine activity probe;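 active = inhibition above the mean of all tested compounds plus 3 SD, cut at about 24% in these data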;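 also: 0% = enzyme with DMSO and 100% = wells lacking PAFAH1B2; many of its hits are not listed in these tables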
Target sequence (P68402 whole entry, looked up): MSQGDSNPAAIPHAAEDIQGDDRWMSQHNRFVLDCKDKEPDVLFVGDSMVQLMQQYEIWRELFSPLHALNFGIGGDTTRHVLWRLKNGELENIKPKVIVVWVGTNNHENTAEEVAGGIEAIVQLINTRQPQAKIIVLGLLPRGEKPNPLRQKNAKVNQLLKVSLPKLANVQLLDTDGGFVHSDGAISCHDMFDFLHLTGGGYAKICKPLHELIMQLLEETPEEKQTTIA
PAFAH1B3 inh = PAFAH1B3 enzyme inhibitors, primary screen, biochemical, fluorescence polarization, human. recombinant PAFAH1B3, FP-rhodamine probe. Platelet-activating factor acetylhydrolase IB subunit alpha1 (Homo sapiens), Q15102. inhibition, % at 3.39 µM. AID 492972, 2010. hit rate 0.28% among 340,000;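 active = inhibition above the screen-wide average of all tested compounds plus 3 SD, cut at about 25% in these data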;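 also: 0% = enzyme with DMSO only and 100% = wells lacking PAFAH1B3 protein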
Target sequence (Q15102 whole entry, looked up): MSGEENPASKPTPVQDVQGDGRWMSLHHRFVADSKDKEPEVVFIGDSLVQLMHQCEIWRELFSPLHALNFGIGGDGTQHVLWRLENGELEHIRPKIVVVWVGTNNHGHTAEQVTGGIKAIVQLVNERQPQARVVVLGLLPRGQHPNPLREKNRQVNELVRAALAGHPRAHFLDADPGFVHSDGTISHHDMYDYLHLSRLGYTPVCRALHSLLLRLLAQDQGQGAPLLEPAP
pPAFAH inh = pPAFAH enzyme inhibitors, primary screen, biochemical, fluorescence polarization, human. Platelet-activating factor acetylhydrolase (Homo sapiens), Q13093. recombinant pPAFAH, FP-rhodamine probe fluorescence polarization. inhibition, % at 3.39 µM. hit rate 1.5% among 330,000;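 active = inhibition above the mean inhibition across the screen plus 3 SD, cut at about 25% in these data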;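 also: inhibitors block binding of the rhodamine activity-based probe so polarization drops; 0% = enzyme with DMSO and 100% = wells lacking pPAFAH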
LYPLA2 inh = LYPLA2 inhibitors, primary screen, counter-screen for PME1 inhibitor project, biochemical, fluorescence polarization, FP-Rh probe ABPP; recombinant LYPLA2; inhibition, % at 5.9 µM; hit rate 0.38% among 320,000; AID 2177, 2009;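 active = inhibition above the screen-wide mean plus 3 SD, limit set per campaign, cut at about 26% in these data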;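 also: 0% = LYPLA2 with DMSO and 100% = wells lacking LYPLA2 enzyme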
Active calls of the source: *; nt = not tested or not shown. An excerpt, so the mix of outcomes need not match the whole.

SMILES | LYPLA1 inh | GSTO1 inh | PME-1 inh | PAD4 inh | PREPL inh | PAFAH1B2 FP inh | PAFAH1B3 inh | pPAFAH inh | LYPLA2 inh
COC/C=C/C1=CC2=CC(=O)C(C)(OC(=O)c3cnc4ccccc4n3)C(=O)C2=CN1C1CCCC1 (configuration not stated) | 0 | 27 | 1 | 4 | 4 | nt | nt | 6 | 4
Cc1cc(=O)c2cc3nc(-c4cccnc4)oc3c(Br)c2o1 | 1 | 20 | 6 | -3 | 13 | nt | nt | 10 | 1
Cc1csc(/C(=N\O)c2csc(C)n2)n1 | -3 | 4 | -5 | 2 | 11 | -5 | 4 | 5 | -5
CC1(C)Cc2ccccc2-c2nc3n(c(=O)c21)CCCS3 | 0 | 7 | 2 | -4 | 2 | nt | nt | 4 | 9
Cc1cc(C)c2c(CN3CCN(Cc4ccccc4)CC3)cc(=O)oc2c1C | -4 | -3 | 4 | -1 | -10 | 4 | 8 | 6 | -6
Cc1ccc(/C=N/NC(=O)CSc2nc3ccccc3s2)o1 | 1 | -1 | -2 | 6 | 11 | 3 | 2 | 2 | 6
O=C(NNC(=O)c1ccco1)c1cccc([N+](=O)[O-])c1 | 4 | -3 | -5 | -8 | 15 | 5 | 3 | -5 | -1
CCOC(=O)[C@@H]1[C@H]2COc3ccccc3[C@@H]2N2C(=O)N(c3ccc(Cl)cc3)C(=O)[C@@]12C | 1 | -1 | -1 | -3 | -89 | 4 | -5 | 1 | -3
N#Cc1c(NC(=O)CSc2n[nH]c(N)n2)oc(-c2ccccc2)c1-c1ccccc1 | -7 | -12 | 0 | -2 | -6 | 25* | 10 | 12 | 2
COc1ccc(NC(=O)CN2CCN(c3ccc(C)cc3C)CC2)cc1 | 0 | 4 | -7 | -1 | 8 | 4 | 1 | 11 | 2
CCCN(CCC)CCCNC(=O)c1cn(C)c2ccc(S(=O)(=O)N(C)C3CCCCC3)cc2c1=O | -1 | -2 | 13 | 2 | 2 | 7 | 10 | 1 | -1
COc1ccc(C2/C=C\CN(CC3CC3)CC(=O)N2Cc2ccc(F)cc2)cc1 (configuration not stated) | -2 | 0 | 0 | -5 | 2 | -3 | 1 | 11 | -3
O=C(COC(=O)c1cccc(S(=O)(=O)N2CCc3ccccc32)c1)Nc1ncc(C(F)(F)F)cc1Cl | -9 | -7 | 6 | -6 | 8 | 4 | -7 | 2 | -8
COc1ccc(CN(C)C(=O)C2CSC3(C)CCC(=O)N23)cc1 (configuration not stated) | 1 | 4 | -2 | 1 | -2 | -2 | 6 | 1 | 8
CCOc1ccccc1N1CC(C(=O)NC2CCCCCC2)CC1=O (configuration not stated) | nt | nt | nt | 3 | 8 | 2 | 10 | 3 | nt
O=C1C(Cc2c[nH]c3ccccc23)NC(=S)N1Cc1ccccc1 (configuration not stated) | 38* | 8 | 2 | -4 | -40 | nt | nt | 7 | -7
O=C(Nc1ccc(Cl)c(S(=O)(=O)N2CCCCC2)c1)C1=COCCO1 | -2 | 2 | 1 | 0 | -12 | 7 | 3 | -5 | 0
Cc1ccc(C(=O)N/N=C/c2nc3ccccc3n2C)cc1 | 1 | 6 | -4 | -2 | 12 | 1 | 6 | -4 | 0
COC(=O)COc1cc(OCC(=O)OC)c2c(-c3ccccc3)cc(=O)oc2c1 | 1 | 1 | 0 | -5 | 5 | 6 | 3 | 11 | -2
O=C(N/N=C/c1cn(-c2ccccc2)nc1-c1cccs1)c1ccc(Cl)cc1 | -48 | -44 | -53 | -4 | -8 | -36 | -64 | -13 | -67
CC1CC(C)CN(c2ccc(-n3cnnn3)cc2[N+](=O)[O-])C1 (configuration not stated) | 5 | 0 | -3 | -2 | 26 | 21 | 6 | 13 | 4
COc1ccc(-c2noc(C3CCCN(C(=O)c4c(F)cccc4F)C3)n2)cc1OC (configuration not stated) | -1 | 1 | 2 | 1 | 2 | 0 | 10 | 0 | 3
N#C/C(=C(/O)COC(=O)Cc1c[nH]c2ccccc12)c1nc2ccccc2[nH]1 | -3 | -3 | 8 | -7 | 22 | 4 | 4 | 25* | -5
Cc1cc2c(cc1S(=O)(=O)N1CCN(c3cccc(C(F)(F)F)c3)CC1)OCC(=O)N2 | -5 | -3 | 2 | 3 | 14 | -1 | 7 | -3 | 13
CCC(C)NC(=O)Nc1ccc2c(c1)N(C)C(=O)c1ccccc1S2 (configuration not stated) | -10 | -1 | 5 | -1 | 2 | -1 | 3 | -1 | -2
COC(=O)CNC(=O)c1cccs1 | 2 | -3 | -2 | 1 | 15 | 2 | 1 | -3 | 2
O=C(Nc1ccc(S(=O)(=O)N2CCCC2)cc1)C1CC(=O)N(c2ccccc2)C1 (configuration not stated) | 0 | -1 | 8 | 3 | 3 | 4 | 3 | 1 | 4
COCCn1c(=O)c2c(nc3n2CCCN3Cc2ccccc2)n(C)c1=O | -2 | 0 | -8 | 0 | 15 | 3 | -2 | 2 | -7
Cc1ccc(CNC(=S)Nc2cc(C)ccc2OC(F)F)cc1 | -1 | 0 | 10 | 0 | 4 | 12 | -1 | 5 | -6
CC1CCC2(CC1)NC(=O)N(CC(=O)Nc1ccc(N3CCOCC3)cc1)C2=O (configuration not stated) | 2 | 8 | -2 | -1 | 10 | 13 | 1 | 6 | 3
CC(C)(C)NS(=O)(=O)c1ccc(N2C(=O)c3ccccc3C2=O)cc1 | 3 | -5 | -2 | -2 | 5 | -1 | 4 | -6 | 4
CCc1cccc(NC(=O)C2CCCN(c3ncnc4c3nc3n4CCCCC3)C2)c1 (configuration not stated) | 1 | -7 | 2 | 6 | 6 | -4 | 6 | 4 | 0
O=C(O)C1CC(=O)N(c2ccc(OCc3c(F)cccc3Cl)cc2)C1 (configuration not stated) | -2 | -9 | 4 | -3 | 6 | -1 | 8 | 7 | -1
COc1cccc(CN(C)C(=O)c2ccccc2Sc2ccccc2C#N)c1 | -5 | 4 | 18 | 5 | 4 | -6 | -10 | 0 | -5
COc1ccc(CC(=O)NCCc2ccc(S(N)(=O)=O)cc2)cc1 | 3 | -1 | 4 | 1 | -7 | -3 | -4 | 4 | 4
CC1CCCN(S(=O)(=O)c2ccc(NC(=O)Cn3nnc(-c4ccccc4F)n3)cc2)C1 (configuration not stated) | -40 | -30 | -62 | -4 | -20 | -30 | -42 | -8 | -78
O=C(CSc1nc2scc(-c3ccccc3)c2c(=O)[nH]1)Nc1ccccc1 | 0 | -7 | -12 | -4 | 7 | 0 | 7 | -3 | -11
CC(C)(C)n1nc2c(c1NC(=O)c1ccc(S(=O)(=O)N3CCCCC3)cc1)CS(=O)C2 (configuration not stated) | -3 | 1 | -3 | 3 | -7 | 2 | 9 | 3 | -4
CCOC(=O)c1sc(=S)n(-c2ccc(OC)cc2)c1N | -3 | 4 | 2 | 0 | 7 | nt | nt | 3 | -6
CC(OC(=O)c1cnccn1)C(=O)c1ccccc1 (configuration not stated) | 0 | 1 | 3 | -7 | 12 | 5 | 0 | 1 | 5
O=C1NC(=O)C2(CCC(C(=O)O)C2)N1 (configuration not stated) | -4 | 6 | -3 | -2 | 0 | 5 | 2 | 3 | -7
Cc1ccc(Sc2ccc([N+](=O)[O-])cc2[N+](=O)[O-])nc1 | -2 | 13 | 0 | 1 | 2 | 1 | 6 | -1 | 0
CCCOc1cccc(C(=O)N(Cc2ccco2)C2CCS(=O)(=O)C2)c1 (configuration not stated) | -2 | 4 | 5 | -2 | 8 | 4 | 6 | 6 | 0
CCOc1cc(C(=O)Nc2cccc3ncccc23)cc(OCC)c1OCC | -1 | 4 | -3 | 3 | 4 | 1 | 5 | 6 | 2
CC1(C)Cc2c(C#N)c(N3CCN(C(=O)c4ccco4)CC3)nc(Cc3ccccc3)c2CO1 | 0 | 0 | 5 | 4 | 5 | 0 | 0 | 0 | 5
Fc1ccc(NC(=S)NCCc2ccc(Cl)cc2)cc1 | 5 | -4 | 4 | 3 | -2 | 12 | -2 | -5 | 2
COc1ccc(CNC(=O)C2=C(C)C(=O)OC23CCC(C)CC3)cc1 (configuration not stated) | 0 | 0 | 5 | -3 | -8 | 0 | 4 | 4 | -3
Cc1ccc(C(=O)N2CCCC(CCC(=O)N3CCN(c4ccccn4)CC3)C2)s1 (configuration not stated) | 0 | 1 | -6 | 4 | -11 | 1 | 3 | 30* | 2

No new results follow: entries from further up.
SMILES | LYPLA1 inh | GSTO1 inh | PME-1 inh | PAD4 inh | PREPL inh | PAFAH1B2 FP inh | PAFAH1B3 inh | pPAFAH inh | LYPLA2 inh
CC(C)(C)n1nc2c(c1NC(=O)c1ccc(S(=O)(=O)N3CCCCC3)cc1)CS(=O)C2 (configuration not stated) | -3 | 1 | -3 | 3 | -7 | 2 | 9 | 3 | -4
CCOC(=O)c1sc(=S)n(-c2ccc(OC)cc2)c1N | -3 | 4 | 2 | 0 | 7 | nt | nt | 3 | -6
CC(OC(=O)c1cnccn1)C(=O)c1ccccc1 (configuration not stated) | 0 | 1 | 3 | -7 | 12 | 5 | 0 | 1 | 5
O=C1NC(=O)C2(CCC(C(=O)O)C2)N1 (configuration not stated) | -4 | 6 | -3 | -2 | 0 | 5 | 2 | 3 | -7
Cc1ccc(Sc2ccc([N+](=O)[O-])cc2[N+](=O)[O-])nc1 | -2 | 13 | 0 | 1 | 2 | 1 | 6 | -1 | 0
CCCOc1cccc(C(=O)N(Cc2ccco2)C2CCS(=O)(=O)C2)c1 (configuration not stated) | -2 | 4 | 5 | -2 | 8 | 4 | 6 | 6 | 0
CCOc1cc(C(=O)Nc2cccc3ncccc23)cc(OCC)c1OCC | -1 | 4 | -3 | 3 | 4 | 1 | 5 | 6 | 2
CC1(C)Cc2c(C#N)c(N3CCN(C(=O)c4ccco4)CC3)nc(Cc3ccccc3)c2CO1 | 0 | 0 | 5 | 4 | 5 | 0 | 0 | 0 | 5
Fc1ccc(NC(=S)NCCc2ccc(Cl)cc2)cc1 | 5 | -4 | 4 | 3 | -2 | 12 | -2 | -5 | 2
COc1ccc(CNC(=O)C2=C(C)C(=O)OC23CCC(C)CC3)cc1 (configuration not stated) | 0 | 0 | 5 | -3 | -8 | 0 | 4 | 4 | -3
Cc1ccc(C(=O)N2CCCC(CCC(=O)N3CCN(c4ccccn4)CC3)C2)s1 (configuration not stated) | 0 | 1 | -6 | 4 | -11 | 1 | 3 | 30* | 2
